hERG WT inh: blocks the wildtype human KCNH2 potassium channel. Q12809. 340,000 tested, 0.37% active. activity change, % at 1.84 µM. U2OS, BacMam KCNH2, thallium flux FluxOr; stronger effect = lower value. AID 720551;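 active = maximum activity change below -70%; inconclusive = maximum activity change between -70% and -50%; inactive = maximum activity change above -50%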; also: % is scaled to controls: 0 for no effect and ±100 for the full control effect
Target sequence (Q12809 whole entry, looked up): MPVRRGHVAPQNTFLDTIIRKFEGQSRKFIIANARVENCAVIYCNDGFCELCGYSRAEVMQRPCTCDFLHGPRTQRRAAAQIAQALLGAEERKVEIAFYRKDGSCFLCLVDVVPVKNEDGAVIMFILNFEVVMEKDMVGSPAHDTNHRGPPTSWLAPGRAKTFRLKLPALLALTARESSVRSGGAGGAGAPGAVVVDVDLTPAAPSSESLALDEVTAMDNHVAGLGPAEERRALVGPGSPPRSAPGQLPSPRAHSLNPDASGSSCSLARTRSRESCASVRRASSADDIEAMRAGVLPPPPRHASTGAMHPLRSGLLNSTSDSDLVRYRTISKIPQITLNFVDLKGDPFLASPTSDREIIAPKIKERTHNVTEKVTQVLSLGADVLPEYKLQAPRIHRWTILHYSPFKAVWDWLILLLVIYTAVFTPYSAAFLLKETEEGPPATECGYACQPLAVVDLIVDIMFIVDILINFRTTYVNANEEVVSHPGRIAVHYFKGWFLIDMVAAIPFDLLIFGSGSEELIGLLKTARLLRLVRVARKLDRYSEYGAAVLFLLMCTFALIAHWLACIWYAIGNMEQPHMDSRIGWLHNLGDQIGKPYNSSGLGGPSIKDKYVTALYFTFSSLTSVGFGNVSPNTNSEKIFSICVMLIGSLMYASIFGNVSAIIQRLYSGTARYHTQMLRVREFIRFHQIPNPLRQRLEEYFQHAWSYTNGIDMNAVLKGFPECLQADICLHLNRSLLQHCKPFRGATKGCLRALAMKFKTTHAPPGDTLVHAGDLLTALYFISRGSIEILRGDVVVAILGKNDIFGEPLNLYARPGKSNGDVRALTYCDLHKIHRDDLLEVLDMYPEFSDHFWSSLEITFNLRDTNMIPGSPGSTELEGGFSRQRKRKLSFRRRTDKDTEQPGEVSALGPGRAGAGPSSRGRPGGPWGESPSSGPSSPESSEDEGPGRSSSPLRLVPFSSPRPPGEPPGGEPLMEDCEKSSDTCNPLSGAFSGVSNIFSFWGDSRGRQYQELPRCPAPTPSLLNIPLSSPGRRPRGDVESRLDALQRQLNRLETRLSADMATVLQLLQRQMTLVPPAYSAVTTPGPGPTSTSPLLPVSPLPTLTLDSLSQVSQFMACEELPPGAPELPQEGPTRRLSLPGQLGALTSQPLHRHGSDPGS
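U2OS cells transduced with wild-type KCNH2 virus are loaded with FluxOr dye for 45 min, and thallium flux is measured in kinetic reads before and after stimulation buffer. Rate constants are normalized to DMSO controls.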
TRPV1 ag: activates the human vanilloid receptor TRPV1 | Q8NER1 | TRPV1-expressing cells, Fluo-8 calcium influx, agonist mode | activation, % at 8.33 µM | 320,000 tested, 0.19% active | AID 540275; in the data active = activation above about 80%; inconclusive = between about 30% and that limit; also: 0% is about no effect
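TRPV1-expressing cells were cultured overnight at 35.5C and loaded with Fluo-8 calcium dye for 40 to 90 min at room temperature. After a 10 s baseline, compound was added and calcium influx was read kinetically for 3 min (ex 480/em 520 nm).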
TSHR antagonist: antagonists of human thyroid stimulating hormone receptor | 330,000 tested, 0.2% active | TSHR-expressing cells, TSH-stimulated cAMP HTRF, 2 h; stronger effect = lower value | activity change, negative = inhibition, % at 11.5 µM | AID 504810 | P16473;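 active = activity change below a set negative limit, meaning inhibition stronger than a set level, cut at about -70% in these data; inconclusive = activity change between two set negative limits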; also: % is scaled to controls: 0 for no effect and ±100 for the full control effect
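Competitive HTRF cAMP read-out (cryptate anti-cAMP antibody, cAMP-d2; 30 min, room temperature) in freshly harvested TSHR cells. Compounds added before TSH at EC80 (4nM final), followed by 2 hours' incubation at 37 deg C.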
A-T KAP1 phos: candidate therapy for ataxia-telangiectasia. […] A-T fibroblasts, KAP-1 phosphorylation AlphaLISA; neocarzinostatin DNA damage 30 min before lysis. Potency, µM (series often up to 57.5 µM), for inactives: at the highest dose activation, usual class: activators. 320,000 tested, 0.19% active; also: potency is read from the fitted curve at half-maximal effect; % of control where 0% means no effect; nearly all actives have a fitted effect of over 45% in size
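ATM-like activity read as KAP-1 phosphorylation via AlphaLISA donor/acceptor antibody pairs after lysis and 6 hr at 25C. Cells were ATM-null patient fibroblasts ([…], hTERT), dosed 60 min, then exposed to the DSB inducer NCS for 30 min.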
USP2a inh: USP2a (human) protease inhibition; Potency, µM (top dose mostly 38.3 µM), without a hit: at the highest dose activity change, negative = inhibition, most hits filed as inhibitors; USP2 core, Ub-CHOP2 coupled fluorogenic reporter, 485/531; 330,000 tested, 0.01% active;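 also: potency is read from the fitted curve at half-maximal effect; plate controls were DMSO wells for no effect and full inhibition by NEM control for full effect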
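USP2 core (10nM final) preincubated 30min RT with compound in 20mM Tris-HCl pH 8.0, 2mM CaCl2, 2mM beta-mercaptoethanol, 0.05% CHAPS; 25nM Ub-CHOP2 plus 25nM reporter substrate added, fluorescence (Ex485/Em531) read after 60min.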
ELG1 DNA repair: blocks ELG1-dependent DNA repair in HEK293T cells | HEK293T ELG1-luciferase reporter, luminescence, 16 h; DNA damage induced by 5-fluorouridine | Potency, µM (series often up to 46.1 µM), for inactives: at the top dose activity change, negative = inhibition, usual class: inhibitors | 330,000 tested, 2.3% active; also: potency is read from the fitted curve at half-maximal effect; % is scaled to controls: 0 for no effect and ±100 for the full control effect; nearly all actives have a fitted effect of over 55% in size
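Cells (2,000 per well) received 5-fluorouridine plus test compound or DMSO and were incubated 16 hr at 37 °C, 5% CO2. Luciferase activity was read by luminescence 30 min after ONE-Glo addition; signal suppression marked inhibition of damage-induced ELG1 function.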
Mito fusion yeast: inhibitors of mitochondrial division or activators of mitochondrial fusion; Potency, µM (highest dose often 46.1 µM), for the others: at the top dose growth rescue (activation), usual class: activators; AID 485298; 320,000 tested, 0.23% active; S. cerevisiae fusion-defective mutant growth rescue, CellTiterGlo 48 h;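 also: potency is read from the fitted curve at half-maximal effect; % of control where 0% means no effect; nearly all actives have a fitted effect of over 45% in size; temperature-sensitive fusion mutants such as fzo1-1 at 37 °C on non-fermentable ethanol glycerol medium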
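Growth-rescue viability read-out: after 48 h at the non-permissive 37C in glycerol/ethanol YPEG, yeast mitochondrial fusion mutants are measured by CellTiterGlo luminescence; compounds (23 nl pinned per well) restoring growth score as division inhibitors or fusion activators.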
Eya2 inh: inhibitors of human Eya2 phosphatase activity | recombinant Eya2, OMFP fluorescence dephosphorylation (OMFP is methylfluorescein phosphate) | Potency, µM (doses to about 76.9 µM), for the others: top-dose activity, negative = inhibition, usual class: inhibitors | 330,000 tested, 0.006% active; also: potency is read from the fitted curve at half-maximal effect; % is scaled to controls: 0 for no effect and ±100 for the full control effect
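Eya2 protein (added as 0.2 uM solution) was preincubated with compound for 10 min at ambient temperature in 50 mM HEPES pH 7.5, 50 mM NaCl, 5 uM MgCl2, 0.05% BSA, 1 mM DTT. OMFP (added at 50 uM) then reacted 10 min; fluorescence read at 485/525 nm.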
KCNH2 3.1 inh: KCNH2 3.1 (human) potassium channel inhibition. U2OS KCNH2 3.1, thallium flux FluxOr; stronger effect = lower value. activity change, % (tested at about 1.8 µM). 340,000 tested, 0.95% active;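 active = maximum activity change below -70%; inconclusive = maximum activity change from -70% to -50%; inactive = maximum activity change above -50%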;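 also: thallium influx rate constant from kinetic fluorescence after stimulation buffer; % is scaled to controls: 0 for no effect and ±100 for the full control effect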
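U2OS cells transduced with KCNH2 3.1 mutant virus (1.77 x 10^8 /mL, 4 h), plated overnight at 37 C, loaded 45 min with FluxOr dye plus Red40 quencher. Thallium flux rate constant from kinetic reads after stimulation buffer, normalised to controls.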
TCR activator: T cell receptor activation; Potency, µM (top dose mostly 9.22 µM), inactives show at the highest dose activation of IL-2 secretion, hits mostly activators; primary human leukocytes, anti-CD3, IL-2 HTRF, 48 h; 330,000 tested, under 10 active; also: % of control where 0% means no effect
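48 hr co-incubation of compounds, a-CD3 beads and primary human leukocytes; IL-2 quantified homogeneously by HTRF with anti-IL-2 K and d2 conjugates.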
Numbers without * were called inactive; i = inactive; ? = inconclusive; . = no result given; [ ] = remark or other dose. Unless noted, calls follow the shape of the dose curve; as a rule, active = well fitted curve in the direction sought with a large enough effect; inconclusive = small, poorly fitted or top-dose-only effect, or another doubt; inactive = no such curve, though single readings can be large; an effect the other way counts as inactive or inconclusive. Only part of the results is shown. The share of hits here may be higher or lower than overall.

SMILES	hERG WT inh	TRPV1 ag	TSHR antagonist	A-T KAP1 phos	USP2a inh	ELG1 DNA repair	Mito fusion yeast	Eya2 inh	KCNH2 3.1 inh	TCR activator
COc1ccc(N2CCN(c3ncnc4scc(-c5ccc(F)cc5)c34)CC2)cc1	0.9	-2.7	-20.9	3.4%	1.3%	?	4.2%	7.7%	9.4	-0.1%
CCc1c(C(=O)NNC(=S)NCC2CCCO2)csc1C (centres undefined)	33.4	4.8	10.5	-22.7%	2.0%	-6.1%	-4.4%	6.5%	12.8	1.0%[46.1 µM]
C[C@H](NC(=O)c1nc[nH]c1C(=O)N1CCN(c2ccccc2)CC1)c1ccccc1	-8.5	-0.1	10.1	-17.3%	0.2%	21.0%	0.7%	-15.2%	7.9	-2.1%
CC(=O)Nc1ccc(C(=O)N/N=C/c2cc(Br)cc(Br)c2O)cc1	4.0	0.6	4.0	7.8%	-0.4%	?	-4.9%	-0.2%	4.7	-0.6%
CCCCN1C(=O)N(C)C2NC(=O)NC21 (centres undefined)	7.2	-1.3	9.0	-0.4%	7.4%	-0.2%	-2.9%	-5.1%	5.7	-18.3%
S=C1SCN(Cc2ccccn2)CN1Cc1ccco1	10.4	-2.3	2.9	-1.0%	3.5%	-9.4%	-2.2%	-3.0%	4.7	.
O=C(CC1NC(=O)NC1=O)Nc1cccc2ccccc12 (centres undefined)	0.5	-1.6	6.4	.	2.0%	10.4%	-5.9%	-8.1%	6.4	.
CCCOc1ccc(C(=O)N2CCN(c3ccc(N)cc3Cl)CC2)cc1	10.9	19.2	10.9	1.5%	1.5%	-10.2%	6.4%	?	-22.4	-9.8%
CCS(=O)(=O)Nc1ccc(C2=NN(C(=O)c3ccco3)C(c3ccc(C)cc3)C2)cc1 (centres undefined)	12.9	-1.0	45.3	15.4%	-15.2%	?	-2.8%	-9.9%	-5.4	0.0%
O=C(COn1nnc2ccc(S(=O)(=O)N3CCOCC3)cc21)Nc1c(F)c(F)c(F)c(F)c1F	-4.8	6.4	-1.7	2.0%	0.0%	?	2.8%	-2.0%	-12.0	0.3%
COc1ccc(CCC(=O)N2CCCC(Nc3ccc(C)c(C)c3)C2)cc1OC (centres undefined)	-5.2	?	-12.8	-3.3%	-0.2%	-26.9%	7.9%	-5.0%	-3.2	-7.5%
COc1ccc(C(=O)OCC(=O)NC(C)CCc2ccccc2)cc1 (centres undefined)	-6.3	-4.6	8.7	10.0%	3.0%	-0.1%	11.6%	-12.8%	3.4	-0.4%
Cc1nn(-c2ccccc2)c(C)c1N	15.9	-1.5	-2.6	-0.6%	0.6%	-6.2%	-7.5%	-1.1%	-22.6	-0.7%
O=C1OC(/C(=C\Nc2cc(Cl)ccc2O)[N+](=O)[O-])c2ccccc21 (centres undefined)	8.0	-2.7	-3.0	10.1%	2.0%	?	-1.9%	3.4%	-3.5	5.0%
Cc1ccc(-c2ccccc2NC(=O)CCl)o1	0.4	-0.7	-4.4	-7.2%	1.0%	0.2%	-15.8%	6.3%	-2.7	3.4%
COc1ccc(-c2csc3nc(-c4cccnc4)nc(Cl)c23)cc1OC	-10.9	-5.8	-30.3	15.3%	-8.6%	?	16.9%	-6.7%	-4.2	-4.8%[46.1 µM]
O=C(CCCc1ccccc1)Nc1ccccn1	i	18.9	-4.3	1.6%	-3.4%	?	-5.6%	-4.5%	15.5	-0.7%
CN=c1scc(-c2ccco2)n1/N=C/c1ccc(O)c(O)c1	-10.3	5.4	-15.5	.	1.1%	?	-16.4%	1.1%	4.4	-9.0%
C=CCNC(=S)NNC(=O)c1cccn(Cc2ccc(Cl)cc2Cl)c1=O	-7.9	-0.5	-11.7	0.8%	-1.7%	-18.7%	3.6%	2.8%	8.7	-8.6%
COc1cccc(NC(=O)Nn2cnnc2)c1	0.4	-3.4	-6.3	0.7%	-1.1%	3.9%	-0.7%	-6.4%	12.6	3.2%
COc1ccc2cc(C3CC(c4cccs4)=NN3C(C)=O)c(Cl)nc2c1 (centres undefined)	-5.4	-1.0	19.1	36.6%	0.1%	5.0%	4.3%	10.2%	-3.9	1.8%
Cn1ncc2c(Nc3cccc4ccccc34)ncnc21	-4.7	7.3	-4.6	3.8%	-0.7%	?	2.7%	3.3%	12.7	-0.4%
O=C(CSc1nccc(=O)[nH]1)NCc1ccco1	-16.8	-1.4	7.9	-5.5%	1.0%	-0.8%	-3.8%	-1.9%	-4.4	3.3%
COc1ccc(-c2cc(C(=O)N3CCCC(C(F)(F)F)C3)c3ccccc3n2)cc1 (centres undefined)	-4.0	12.5	33.0	4.5%	-0.1%	?	?	3.9%	-14.8	-3.0%
COc1ccc(NC(=O)CN(C)C(=O)/C=C/c2cn(Cc3ccccc3)nc2-c2cccnc2)cc1	7.1	-2.5	-7.8	.	0.6%	?	0.7%	3.2%	-8.9	-9.2%

Reprinted from the part before: two entries, followed by the next part.
SMILES	hERG WT inh	TRPV1 ag	TSHR antagonist	A-T KAP1 phos	USP2a inh	ELG1 DNA repair	Mito fusion yeast	Eya2 inh	KCNH2 3.1 inh	TCR activator
COc1ccc(-c2cc(C(=O)N3CCCC(C(F)(F)F)C3)c3ccccc3n2)cc1 (centres undefined)	-4.0	12.5	33.0	4.5%	-0.1%	?	?	3.9%	-14.8	-3.0%
COc1ccc(NC(=O)CN(C)C(=O)/C=C/c2cn(Cc3ccccc3)nc2-c2cccnc2)cc1	7.1	-2.5	-7.8	.	0.6%	?	0.7%	3.2%	-8.9	-9.2%
CC(C)(C)C(=O)COC(=O)c1ccc2c(c1)C(=O)N(Cc1ccco1)C2=O	3.5	17.4	-9.1	3.5%	2.3%	5.0%	-10.2%	-2.8%	20.3	6.1%
COc1ccc(NC(=O)c2cc(S(=O)(=O)N3CCCC3)cn2C)cc1Cl	17.9	-7.6	-7.4	-0.9%	1.1%	26.5%	0.8%	5.9%	-15.3	-4.5%
O=C(OCc1nnc(-c2ccccc2)o1)c1ccc(S(=O)(=O)NCc2ccco2)cc1	5.0	-3.3	5.0	9.6%	3.3%	9.7%	1.8%	2.3%	-22.7	4.2%
CCC(=O)Nc1sc(C(=O)Nc2ccccc2)c(C)c1C(=O)OC	.	6.0	-1.3	-3.4%	2.2%	?	3.0%	-16.3%	-2.8	-4.7%
c1ccc2c(c1)nc(NCC1CCCO1)c1nnnn12 (centres undefined)	7.9	1.2	-14.4	-0.9%	2.0%	?	-3.4%	-24.4%	0.6	1.8%[46.1 µM]
Cc1noc(C)c1S(=O)(=O)N1CCN(c2ccc(Cl)cc2)CC1	0.7	2.7	-7.5	-1.8%	-0.5%	-19.7%	33.0%	0.2%	-9.0	3.8%
CCC(=O)NC(O)C(=O)c1ccc(C)cc1 (centres undefined)	6.6	1.1	-8.2	1.0%	-0.6%	5.4%	-2.4%	-16.5%	-11.6	0.7%
Cc1cccc(NC(=S)N2CCC(N(C)CC3CCCO3)CC2)c1 (centres undefined)	2.2	2.8	-9.2	6.4%	0.0%	9.4%	3.0%	-3.1%	16.1	-1.7%
Cc1cc(C)c(C#N)c(SCS(=O)Cc2ccccc2)n1 (centres undefined)	.	10.4	19.2	0.9%	3.7%	-4.3%	-0.6%	-10.0%	7.7	5.3%
COc1ccc(S(=O)(=O)N2CCOCC2)cc1NC(=O)CN1C(=O)NC(C)(C2CC2)C1=O (centres undefined)	-2.9	-3.8	16.9	0.3%	1.4%	14.8%	0.1%	?	3.2	-3.1%
CCc1ccccc1NC(=O)C1=CC(c2cccs2)=NS(=O)(=O)N1C	0.2	11.2	-7.0	8.6%	-0.3%	0.5%	4.1%	1.1%	-2.1	-1.7%
CCCC(=O)NC(=S)Nc1cccc(Cl)c1N1CCCCC1	-40.7	-1.4	-3.7	28.2µM*	-8.0%	-7.9%	-8.6%	-22.1%	2.1	5.8%
O=C(c1ccco1)N1CCN(Cc2nnc(-c3ccccc3)o2)CC1	7.4	0.0	2.6	2.6%	-1.1%	1.0%	-0.8%	8.5%	0.5	-0.9%
COc1ccc(C2/C=C\CN(C(=O)NC34CC5CC(CC(C5)C3)C4)CC(=O)N2Cc2ccc(F)cc2)cc1 (centres undefined)	.	4.5	-8.0	-19.4%	5.3%	13.3%	32.3%	-1.1%	.	-2.1%
CC(=O)c1ccc(NC(=O)CN2CCC(C(=O)c3ccc(F)cc3)CC2)cc1	20.3	16.9	-8.7	6.6%	-3.5%	-23.9%	-5.0%	9.1%	-11.0	1.3%
CCC(c1ccccc1)c1nc(-c2cccnc2)no1 (centres undefined)	-25.1	12.8	-10.8	2.3%	0.6%	13.0%	6.2%	-4.5%	3.5	0.5%[46.1 µM]
